# Compound activity: PubChem BioAssay, several laboratories
# EP2 modulator – EP2 receptor (human) modulation; EP2-expressing cells, cAMP HTRF FRET, PGE2 co-stimulation; induction, % at 25 µM; 260,000 tested, 0.83% active; AID 940;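 active = compounds whose cAMP rise, as percent of the full-agonist control response, exceeds 60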;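 also: rat C6 glioma line stably carrying human EP2 under a CMV promoter; the protocol text gives 20 µM as final concentration; 100% = response of wells given 1 µM PGE2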
# Target sequence (P43116 whole entry, looked up): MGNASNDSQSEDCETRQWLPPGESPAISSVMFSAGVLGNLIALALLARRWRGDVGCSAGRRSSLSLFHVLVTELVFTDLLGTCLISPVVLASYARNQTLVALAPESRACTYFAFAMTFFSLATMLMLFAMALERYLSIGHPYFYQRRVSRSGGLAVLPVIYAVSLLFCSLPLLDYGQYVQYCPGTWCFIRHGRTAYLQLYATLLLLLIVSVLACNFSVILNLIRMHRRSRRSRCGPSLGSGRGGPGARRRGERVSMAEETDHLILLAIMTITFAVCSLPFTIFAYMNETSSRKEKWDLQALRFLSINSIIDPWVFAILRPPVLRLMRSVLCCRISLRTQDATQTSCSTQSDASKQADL
# eIF4E 4G PPI – eIF4E/eIF4G interaction inhibition in translation initiation; P63073+Q04637; TR-FRET eIF4E-eIF4GI(517-606) binding, 2 h; inhibition, % at 21.7 µM; 220,000 tested, 0.37% active;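 active = inhibition above about 30%, limit read from the data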;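 also: 0% = full FRET control wells and 100% = background wells lacking eIF4GI fragment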
# Calpain2 inh – blocks pig calpain II enzyme activity | purified calpain II, fluorogenic peptide substrate, 30 min | inhibition, % at 16 µM | 220,000 tested, 0.37% active | AID 1236;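 active = inhibition above about 50%, limit read from the data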
# L929 necroptosis – L929 zVAD cell death inhibition. L929 zVAD necroptosis rescue, ATP luminescence, 24 h; with zVAD 60 µM. viability rescue, % at 10 µM. 220,000 tested, 0.38% active. AID 1377;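 active = activation, scaled between plate controls, above about 75%, limit read from the data; inactive = activation under that limit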;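 also: 0% = zVAD with DMSO and 100% = DMSO alone without zVAD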
# EP2 antag – inhibitors of human EP2 prostaglandin E2 receptor. P43116. C6 glioma cells expressing human EP2, cAMP TR-FRET; cells stimulated with saturating PGE2. inhibition, % at 25 µM. 260,000 tested, 0.52% active. AID 1422;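 active = percent inhibition above 40 after rounding to a whole number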;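 also: rat C6 glioma host cells with rolipram phosphodiesterase inhibitor present; the protocol text gives 20 µM as final concentration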
# Hck-Nef inh – human Hck-Nef kinase inhibition; Recombinant Hck-YEEI plus Nef, Z-Lyte FRET kinase assay; AID 463187; inhibition, % at 20 µM; 220,000 tested, 0.68% active; P08631;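 active = Hck-Nef kinase inhibition above about 50%, limit read from the data; inactive = inhibition below that limit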;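 also: 0% = DMSO with Hck plus Nef and 100% = Hck alone without Nef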
# Rad51 HR inh – blocks human Rad51 in homologous recombination. AID 1385. inhibition, % at 10 µM. hRad51 DNA strand exchange, fluorescence dequenching. 200,000 tested, 0.085% active;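 active = inhibition above 40% at the single screening dose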;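 also: 0% = DMSO control wells and 100% = blanks with heterologous ssDNA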
# Target sequence (Q06609 whole entry, looked up): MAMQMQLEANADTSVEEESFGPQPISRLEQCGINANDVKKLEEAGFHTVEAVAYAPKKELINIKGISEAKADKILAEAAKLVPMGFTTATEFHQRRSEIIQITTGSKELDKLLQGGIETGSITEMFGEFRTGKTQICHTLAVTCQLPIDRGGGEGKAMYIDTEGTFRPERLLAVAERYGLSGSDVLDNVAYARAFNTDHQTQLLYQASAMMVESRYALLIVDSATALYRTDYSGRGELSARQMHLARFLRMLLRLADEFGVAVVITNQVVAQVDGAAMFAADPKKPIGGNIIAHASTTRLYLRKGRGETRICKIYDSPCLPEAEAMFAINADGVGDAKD
#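 Test system – preformed human Rad51 ssDNA filaments · Reagent – Donor/quencher-labelled 47-bp dsDNA substrate · Incubation – 37 °C 15-min filament assembly, 30-min compound preincubation, 15-min exchange · Signal – FRET fluorescence dequenching, excitation 485 nm, emission 520 nm · Read-out – percent inhibition from fluorescence, normalised to plate control and blank means · Benchmarks – plate control and blank wells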
# Tb hexokinase – blocks Trypanosoma brucei hexokinase 1 activity; recombinant TbHK1, G6PDH-coupled NADH A340; inhibition, % at 10 µM; 220,000 tested, 0.11% active;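 active = inhibition of 50% or more in the single-dose primary screen; inactive = inhibition below 50%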
# 14-3-3 Bad PPI – disrupts binding of bovine 14-3-3 zeta to phospho-Bad peptide | TR-FRET 14-3-3zeta/Dy647-pBad peptide displacement, 1 h | 220,000 tested, 0.71% active | inhibition, % at 21.7 µM | P63103;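 active = inhibition above about 70%, limit read from the data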;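 also: 0% = full 14-3-3 plus peptide FRET controls and 100% = background without 14-3-3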
# Target sequence (P63103 whole entry, looked up): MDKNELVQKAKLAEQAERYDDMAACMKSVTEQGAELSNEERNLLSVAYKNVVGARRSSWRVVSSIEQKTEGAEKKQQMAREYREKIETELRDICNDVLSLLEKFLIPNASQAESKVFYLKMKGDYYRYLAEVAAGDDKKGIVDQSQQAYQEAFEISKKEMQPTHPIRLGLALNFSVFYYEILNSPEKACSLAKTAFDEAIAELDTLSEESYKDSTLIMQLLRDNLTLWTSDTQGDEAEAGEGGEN
# Starred values were filed as active, the others as inactive; i = inactive; x = not tested or not shown; & = joins results of further samples; [ ] = another dose, or the depositor's remark. A portion of the library; the hit share may differ from the screen's.
Compound	EP2 modulator	eIF4E 4G PPI	Calpain2 inh	L929 necroptosis	EP2 antag	Hck-Nef inh	Rad51 HR inh	Tb hexokinase	14-3-3 Bad PPI
O=C(NC1(C(F)(F)F)NC(=O)N(Cc2cccnc2)C1=O)c1ccc(F)cc1 (stereo not given)	16	1[fluorescence artefact?]	6	-0.1	7	1	-3	7	-3
Cc1ccc(SCCC(=O)Nc2ccc(Br)c(C)c2)cc1	-12	4	35	0.4	10	0	-4	9	-16[fluorescence artefact?]
CC(=O)c1ccc(OCC(=O)Nc2ccc3nc(C)sc3c2)cc1	-51	-1	-20	25	8	16	8	4	2
CCCCNc1nc(C)c(C(C)=O)cc1C#N	6	-1	-1	1.2	10	-6	-4	-15	-2
Cc1noc(C)c1S(=O)(=O)N1CCC(C(=O)N2CCN(C3CCCC3)CC2)CC1	3	-3	26	0.6	x	0	x	-5	5
COC(=O)c1ccc(COC(=O)c2ccc(N(C)C)cc2)cc1	-12	3	-28	0.0	14	2	-1	0	10
CCCC(=O)NCCc1cc(OC)c(OC)cc1Br	-7	2	16	-0.2	3	2	12	-4	-2[fluorescence artefact?]
CC(O)[C@H]1CNC(=O)C(=O)N1CC1CCCCC1 (stereo not given in full)	20	0	-1	-0.3	10	19	1	-10	-3
COc1ccc(NC(=O)CSc2nnc(-c3ccccc3)n2Cc2ccco2)c(OC)c1	9	-4	-38	0.1	20	1	-3	6	-11
C=CCC1NCCc2c(Br)cccc21 (stereo not given)	-8	1	-24	0.4	8	18	7	0	1
C=CCOc1c(Br)cc(CNn2cn[nH]c2=S)cc1OC	-8	-2	-29	1.7	6	19	11	1	-14
COc1cccc(C(=O)C2CCCN(Cc3cn(CC(N)=O)c4ccccc34)C2)c1 (stereo not given)	-28	5	-9	-0.2	3	0	-16	1	-17
Cc1ccc(S(=O)(=O)/N=S(\C)C(C)C)cc1 (stereo not given)	24	7[fluorescence artefact?]	-11	x	3	6	-39	1	1
Cc1ccc(S(=O)(=O)n2cnc3cc([N+](=O)[O-])ccc32)cc1C	11	2	-3	-0.2	5	0	0	-18	71*
COc1ccc(NC(=O)CN2C(=O)C(C)Oc3ccccc32)cc1 (stereo not given)	9	4	12	-1.2	6	3	7	-3	-4
COc1ccc(C(=O)OC(C(=O)c2ccccc2)c2ccccc2)cc1 (stereo not given)	51	2	-14	-0.2	14	-1	-4	3	9
Cc1ccc(-c2csc3nc4cc(C(=O)NC5CCC(O)CC5)ccc4c(=O)n23)cc1 (stereo not given)	4	-2	-76	-0.1	17	27	-2	-4	57
Oc1ccc(Br)cc1-c1cc(-c2ccc(Cl)cc2)n[nH]1	-6	-1	-30	-0.1	1	2	-1	6	1
CCC(=O)Nc1ccc(N2CCCCC2)c(C(=O)Nc2ccccc2C)c1	48	2	9	-0.2	6	-30	-7	6	38
Cc1cccc(C(=O)NC2C(=O)NNC2c2ccc(Cl)cc2)c1 (stereo not given)	-14	7	6	3.1	7	25	1	-4	-6
N#CCCN(CCC#N)c1nncs1	10	-18[fluorescence artefact?]	10	-0.2	12	-1	-2	7	-1
CCCCN1CCc2c1nc1ccc(Br)cc1c2N	23	-2	-18	-1.6	10	7	-9	-10	2
Cc1cc(C)c(C#N)c(SCCS(=O)(=O)c2ccc(C(C)(C)C)cc2)n1	23	-9[fluorescence artefact?]	-23	-0.9	18	1	-4	-6	-7
COc1ccccc1N(C)S(=O)(=O)c1ccc(C(=O)OCC(=O)NCC(F)(F)F)cc1	-53	0	0	-0.1	3	22	10	-1	-9
Cn1cc(C(=O)c2ccccc2)cc1-c1nc2ccccc2n1C	-44	0	6	2.1	13	-5	-2	-14	-4
C=C(C)C1CC=C(C)/C(=N\NC(=O)CCC(=O)Nc2ccc(C)c(C)c2)C1 (stereo not given)	-71	-6	24	-0.3	6	8	17	-3	8
CS(=O)(=O)N1N=C(c2ccc(Br)cc2)CC1c1cccs1 (stereo not given)	-10	-5	24	-0.7	11	-1	3	-8	-1
Nc1cc2ccncc2c2ccccc12	-27	4	-316	73	14	52*	8	-22	5
O=C(O)c1ccc2c(c1)C(=O)N(C(Cc1ccccc1)C(=O)O)C2=O (stereo not given)	21	4	-2	0.1	4	0	-2	5	20
Cc1ccc(N=C2NC(=O)/C(=C/c3cccn3C)S2)c(C)c1	-28	-1	-12	0.7	10	17	-14	-10	0
O=S(=O)(NC1=NCCCCC1)c1ccccc1Cl	19	-1	-18	1.1	5	13	8	-5	2
Cc1cc(NC(=O)c2ccccc2F)nc2c1c(=O)oc1ccccc12	29	6	-7	-1.1	8	22	5	-14	32
O=C(C[n+]1cccc(CNC(=O)c2ccc(OC(F)F)cc2)c1)Nc1ccc(F)cc1	-44	18	10	0.3	4	6	-33	3	16[fluorescence artefact?]
CCC(C)(C)n1nnnc1CN1CCC(NC(=O)c2ccc(Br)cc2)CC1	-8	-2[fluorescence artefact?]	18	-0.1	4	8	3	0	7[fluorescence artefact?]
S=c1[nH]nc(CN2CCCCC2)n1-c1ccc(Cl)cc1	28	0	-16	1.7	7	23	13	1	-19
C=CCNC(=O)C12CC3CC(C1)CC(C(=O)NCC=C)(C3)C2	9	-3	-12	0.5	10	7	-4	-5	13
CCCCCCn1c(=O)[nH]c2nc3cc(N)c(C)cc3nc2c1=O	-39	27	-11	0.1	5	29	i	19	18[fluorescence artefact?]
COc1ccc(-n2cnc3cc([N+](=O)[O-])ccc32)cc1	-46	9	9	79*	4	31	-19	-12	10
O=c1[nH]nc(CNc2ccc(O)cc2)c2ccccc12	12	6	-9	3.8	5	-21	-6	12	6
CCOC(=O)C1CCN(S(=O)(=O)c2cccc(-c3cn4ccccc4n3)c2)CC1	x	x	x	0.1	6	0	-2	0	x
COC(=O)c1cnc(N2CCCN(S(=O)(=O)c3ccccc3)CC2)nc1C(F)(F)F	-4	0	8	0.6	15	6	3	-14	-4
CCn1nc(C)c(Br)c1Nc1ccc(Br)cc1	39	0	-11	2.2	4	20	4	-7	-7
CCOC(=O)NC(=O)COC(=O)c1ccc(O)cc1	19	1	-3	2.1	1	0	14	-4	-2
Cc1ccc(S(=O)(=O)/N=C(\N)Nc2nc(C)c3ccc(C)cc3n2)cc1	-2	2	-117	0.1	10	-1	-5	0	8
CN(c1ccc(C(=O)O)cc1)S(=O)(=O)c1ccccc1	18	6[fluorescence artefact?]	-22	3.0	12	-1	8	4	-6
O=C(Nc1ccc(F)cc1)N(Cc1ccco1)Cc1cc2cc3c(cc2[nH]c1=O)OCO3	-1&5	3	-7	-1.5	9&10	0	3	0	-4
Cc1cccc(NC(=O)CSCc2c(C)noc2C)c1C	14	-4[fluorescence artefact?]	24	0.2	8	0	-3	-9	4[fluorescence artefact?]
CCOc1ccc(N(CC(=O)NC2CCCCCC2)S(=O)(=O)c2c(C)[nH]c(=O)[nH]c2=O)cc1	23	-3	7	0.6	10	19	4	-8	6
CC(=O)Oc1ccc2c(C)c(CC(C)O)c(=O)oc2c1 (stereo not given)	-28	9	i	-0.3	7	82*	-1	-41	-14
O=C(CN1C(=O)C2CC=CCC2C1=O)Nc1ccc(S(=O)(=O)NC2=NCCCCC2)cc1 (stereo not given)	-2	-6	-2	-0.1	7	3	-3	-1	3[fluorescence artefact?]

# (cont.)
Compound	EP2 modulator	eIF4E 4G PPI	Calpain2 inh	L929 necroptosis	EP2 antag	Hck-Nef inh	Rad51 HR inh	Tb hexokinase	14-3-3 Bad PPI
CC[n+]1ccccc1/C=C/Nc1ccccc1	17	7	-24	0.7	14	11	17	-6	9
COc1ccc2cc(C3(C)NC(=O)N(CC(=O)NCCC4=CCCCC4)C3=O)ccc2c1 (stereo not given)	-21	-1[fluorescence artefact?]	-3	-0.2	13	2	3	0	1[fluorescence artefact?]
Cc1nc(C)c(C(=O)C2=C(O)C(=O)N(CCN(C)C)C2c2ccco2)s1 (stereo not given)	26	-4	-23	-0.5	4	22	x	-33	-3
Cc1cc(C)n(Cc2cnc(N3CCOCC3)s2)n1	11	7	-8	3.3	2	15	-3	-1	-6
O=c1[nH]n(-c2ccccc2)c(=O)c2ccccc12	26	1	11	-1.5	x	-6	x	-16	7[fluorescence artefact?]
CCc1nc2ccccc2n1Cc1ccc(F)cc1	-8&33	3	-23	-1.4	7&6	9	6	1	-11
COc1ccc(C2C(C(=O)Nc3ccccc3OC)=C(C)Nc3ncnn32)cc1 (stereo not given)	8	-1[fluorescence artefact?]	-21	0.2	8	5	-2	2	-15[fluorescence artefact?]
COc1ccc(CCC(=O)OCC(=O)c2ccc(C)cc2)cc1	16	-4	34	-0.4	6	-34	x	-6	8
COC(=O)c1cc(NC(=O)c2ccco2)ccc1N1CCOCC1	-7	7	-3	1.2	16	15	15	-28	-7
CCCCN1Cc2cc(C(=O)c3cc(OC)ccc3O)cnc2NC1=O	7	4	-8	0.0	14	0	0	-7	5
C=CCn1c(Cc2c(C)[nH]c3ccccc23)nnc1SCC(=O)NCc1ccc(F)cc1	-27	1[fluorescence artefact?]	-22	0.8	15	-21	-3	-3	6
CCc1ccccc1NC(=O)CN(c1cccc(OC)c1)S(C)(=O)=O	5	-2	8	-0.2	7	-1	-2	-3	5
CCOc1cc(CNCCc2ccc(S(N)(=O)=O)cc2)cc(Cl)c1OCc1ccccc1	-33	4	26	3.6	11	1	1	6	9
CCOC(=O)C1=C(Nc2ccc(OC)cc2)OCC1=O	-7	1	2	0.6	8	16	-4	2	-10
CCOC(=O)c1cc2occc2n1CC(=O)NCCOC	8	1	-15	-0.5	8	5	-5	6	-9
CC(C)Nc1ncnc2c1cnn2-c1ccc(Cl)cc1	-43	-4	-14	2.2	13	-7	12	6	1
COc1ccc(OC)c(CN2CCN(c3ccccc3OC)CC2)c1	16	-5	-23	0.5	x	-6	x	-2	12
CCSc1nnc(-c2ccccc2N=Cc2c(C)[nH]n(-c3ccccc3)c2=O)c(=O)[nH]1	19	3	-11	1.2	10	-9	10	-4	7
C=CCN1C(=O)/C(=c2\sc3nc(=O)c(Cc4ccccc4Cl)nn3c2=O)c2ccccc21	-17	1	-12	0.0	9	41	-8	-35	-13
COc1cccc(CC(=O)Nc2nc3c(s2)C(=O)CC(C)(C)C3)c1	-23	0	-14	0.7	13	1	-1	-4	-4

# Single entries from the entries so far:
# Reading for `Cn1cc(C(=O)c2ccccc2)cc1-c1nc2ccccc2n1C` in Tb hexokinase: -14
# Reading for `C=CCC1NCCc2c(Br)cccc21` (stereo not given) in Rad51 HR inh: 7

# Further results.
Compound	EP2 modulator	eIF4E 4G PPI	Calpain2 inh	L929 necroptosis	EP2 antag	Hck-Nef inh	Rad51 HR inh	Tb hexokinase	14-3-3 Bad PPI
COc1ccc(S(=O)(=O)N2CC=C(C(=O)Nc3ccc(NC(C)=O)cc3)CC2)cc1	-51	0	-7	2.1	5	22	14	3	-9
Nc1ccc2oc3ccc(N)cc3c(=O)c2c1	-35	x	6	8.4	21	0	6	-26	x
CC(=O)Nc1ccc(OCC(O)Cn2c3ccccc3c3ccccc32)c(C)c1 (stereo not given)	-35	18	-70	0.1	12	1	-7	-13	1
O=C(NC(=S)Nc1cccc(CO)c1)c1ccc(-c2ccccc2)cc1	-67	0	35	0.1	6	1	4	25	6[fluorescence artefact?]
N/C(CSc1ccc(Cl)cc1)=N\S(=O)(=O)c1ccc(Cl)cc1	6	9	25	0.1	11	2	-6	5	2
